PolyA inh – inhibitors of polyadenylation in S. cerevisiae; S. cerevisiae SKY197-pL101 polyadenylation reporter, beta-gal luminescence; efflux-impaired pdr1/pdr3 knockout yeast; score 100 = 6 SD above DMSO; calls only at 12 µM; 300,000 compounds, 0.02% hits;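 active = lowest replicate activity score at least 50, where 100 means six control SD above control mean; inconclusive = lowest score under 50 but half or more replicates reach 50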;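 note: yeast exposed to compound for 9 h at 30 °C; higher score means more reporter readthrough which indicates perturbed polyadenylation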
Platelet DG rel – modulates dense granule release in human platelets. AID 1663. inhibition, %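 (compounds screened at 7.5 µM in platelet-rich plasma)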. human platelet-rich plasma, SFLLRN dense granule ATP release, luminescence. 300,000 compounds, 0.22% hits;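 active = mean replicate score, as percent of positive control, at or above 50; inconclusive = mean below 50 but at least one replicate at or above 50; inactive = mean and every replicate below 50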
HSF-1 act – increases HSF-1 driven luciferase reporter signal | NIH3T3-HGL HSF-1 luciferase reporter, MG132, 8 h; 100% = twice DMSO control signal | activation, % at 9 µM | 300,000 compounds, 1.7% hits | AID 504408;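 active = mean replicate activation of at least 50% with a set share of replicates each reaching 50%; inconclusive = only one of those two conditions met; inactive = mean below 50% and too few replicates reaching it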;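 note: 0% = median of the neutral control wells and 100% = twice that signal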
HSP90 refold inh – blocks HSP90-mediated luciferase refolding in reticulocyte lysate; Rabbit reticulocyte lysate, luciferase refolding luminescence, 3 h; inhibition, % at 5.6 µM; 290,000 compounds, 0.91% hits; AID 1789;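 active = inhibition above the screen-wide mean plus 3 SD, computed separately per campaign, cut at about 16% in these data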;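 note: 0% = DMSO wells and 100% = 60 µM geldanamycin wells; inhibitors lower the luminescence because luciferase stays unfolded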
GSK3 alpha inh – inhibitors of human GSK-3 alpha kinase; ADP-Glo luminescence, 60 min; inhibition, % at 10 µM; 320,000 compounds, 0.1% hits; AID 2650;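 in the data active = inhibition above about 50%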;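 note: GST-tagged GSK-3 alpha with peptide substrate and 25 µM ATP; 0% = DMSO neutral wells and 100% = GW8510 positive control wells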
Target sequence (P49840 whole entry, looked up): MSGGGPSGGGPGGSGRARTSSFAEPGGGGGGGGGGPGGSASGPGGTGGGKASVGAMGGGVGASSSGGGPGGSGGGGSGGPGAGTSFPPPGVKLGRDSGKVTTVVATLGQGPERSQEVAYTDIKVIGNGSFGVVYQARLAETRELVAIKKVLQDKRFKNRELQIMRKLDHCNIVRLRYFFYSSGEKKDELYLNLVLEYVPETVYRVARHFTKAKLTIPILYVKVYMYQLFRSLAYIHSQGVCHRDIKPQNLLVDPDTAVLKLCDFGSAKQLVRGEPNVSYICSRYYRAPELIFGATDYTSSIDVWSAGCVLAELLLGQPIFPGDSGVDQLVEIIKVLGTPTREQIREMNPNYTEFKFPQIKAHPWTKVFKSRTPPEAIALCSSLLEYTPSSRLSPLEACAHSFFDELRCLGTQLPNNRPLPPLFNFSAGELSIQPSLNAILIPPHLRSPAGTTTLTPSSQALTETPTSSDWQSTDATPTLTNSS
GSK3beta inhib – blocks human GSK3beta kinase activity; P49841; GST-GSK3beta kinase, ADP-Glo luminescence, 60 min; active compounds read low; activity score (negative = inhibition), % at 10 µM; 300,000 compounds, 0.038% hits; AID 2097;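 active = more than half of replicate wells score below -50%, meaning over 50% inhibition versus plate controls; inconclusive = some replicates but at most half score below -50%; inactive = no replicate scores below -50%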;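 note: 0% = median DMSO wells and -100% = median GW8510 positive control wells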
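Test system: GST-fused GSK3beta enzyme, cell-free | Quantity: 1.6 ng GST-GSK3beta enzyme per well | Reagent: 25 µM ATP with peptide substrate | Schedule: 60 min enzyme reaction, room temperature | Signal: Luminescent ADP-Glo measurement of ADP formed | Read-out basis: Score relative to plate controls | Control set: DMSO and 20 µM GW8510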
HSF1 inh – HSF1 inhibition | activity change, negative = inhibition, % at 7.5 µM (by protocol) | NIH3T3-HGL HSE-luciferase, MG132-induced, luminescence 8 h; active compounds read low | 300,000 compounds, 0.77% hits | AID 2098;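 active = more than half of replicate wells show activity change below -50%, luminescence cut by over half; inconclusive = some wells, but at most half, below -50%; inactive = no replicate well below -50%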;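 note: luciferase reports HSF-1 transcriptional activity via heat shock element; 0% = median of DMSO wells and -100% = zero luminescence signal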
HDAC3 inh – human HDAC3 inhibition; O15379; recombinant HDAC3, fluorogenic peptide/trypsin coupled, fluorescence; inhibition, % at 8.3 µM; 320,000 compounds, 0.15% hits; in the data active = inhibition above about 26%, passing the limit was not always enough; inconclusive = no clear call, values can overlap the other calls
Target sequence (O15379 whole entry, looked up): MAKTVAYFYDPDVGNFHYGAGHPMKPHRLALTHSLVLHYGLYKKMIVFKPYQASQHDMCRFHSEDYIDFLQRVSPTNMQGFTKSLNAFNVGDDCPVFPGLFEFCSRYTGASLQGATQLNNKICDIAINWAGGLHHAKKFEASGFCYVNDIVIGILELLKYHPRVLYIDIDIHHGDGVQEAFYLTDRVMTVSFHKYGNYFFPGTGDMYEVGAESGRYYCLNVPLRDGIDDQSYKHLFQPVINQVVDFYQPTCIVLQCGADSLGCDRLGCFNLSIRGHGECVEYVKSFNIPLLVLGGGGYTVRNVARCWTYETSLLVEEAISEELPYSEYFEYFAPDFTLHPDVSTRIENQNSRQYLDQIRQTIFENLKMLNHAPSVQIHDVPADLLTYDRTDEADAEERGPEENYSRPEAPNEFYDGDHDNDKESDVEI
Dyrk1A ADPGlo – inhibitors of rat Dyrk1A kinase. inhibition, % at 12.5 µM. 310,000 compounds, 0.43% hits. ADP-Glo luminescence, NFATc1 peptide; in the data active = inhibition above about 50%;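 note: plate controls were vehicle with enzyme for no effect and no enzyme for full effect; many of its hits are not listed in these tables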
AI-2 QS modul – modulators of Vibrio harveyi AI-2 quorum sensing system | activity change, % at 7.5 µM | 300,000 compounds, 0.4% hits | Vibrio harveyi JMH597 AI-2 luminescence/OD600 ratio, 9 h; active compounds read low; strain lacks LuxN and CqsS sensors; 0 = neutral-control median; in the data active = activity change below about -75%, passing the limit was not always enough; inconclusive = no clear call, values can overlap the other calls;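 note: luminescence divided by OD600 gain over 9 h not by final OD600 alone; inactives centre near 13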
* hit, by the source's call; i = inactive; u = inconclusive; x = no result given. This is a subset; the hit share may differ from the screen's.

PolyA inh	Platelet DG rel	HSF-1 act	HSP90 refold inh	GSK3 alpha inh	GSK3beta inhib	HSF1 inh	HDAC3 inh	SMILES	Dyrk1A ADPGlo	AI-2 QS modul
i	10	14	-1	x	-2	8	0	O=C(/C=C/c1ccccc1F)c1ccoc1	-4	-11
i	4	-1	-3	-1	-2	1	0	CCOC(=O)N1CCN(C(=O)/C(=C/c2ccc(Cl)cc2)NC(=O)c2ccccc2)CC1	8	32
i	16	1	5	-4	2	-5	-5	COc1cccc2cc(C(=O)NCc3ccc(Cl)cc3)c(=N)oc12	5	15
i	7	0	0	-1	1	9	5	Cc1nn(Cc2ccccc2)c(Cl)c1/C=C1\NC(=S)NC1=O	11	21
i	0	-2	-2	2	-1	-2	u	O=C(NCCO)c1ccc2[nH]c3c(c2c1)CCCC3	-1	8
i	-1	-63	-1	-2	-2	-56*	1	Cc1cccc(CSCCNC(=O)COc2ccc(Cl)cc2)c1	-1	20
i	3	7	-1	-1	3	1	-9	CCNC(=O)CSC1=N/C(=C\c2ccc(O)c(OCC)c2)C(=O)N1c1ccc(OC(F)F)cc1	-5	10
i	-12	8	-2	-1	1	3	-4	Cc1noc(C)c1C(=O)OCC(=O)N1CCN(S(=O)(=O)c2ccc3ccccc3c2)CC1	1	25
i	-1	0	-5	0	-2	0	-2	Cc1cc(Cl)c2oc(C(=O)N(C)CCCN3CCOCC3)c(C)c2c1	1	4
i	0	14	x	1	-1	15	6	O=C(Cc1ccc(S(=O)(=O)N2CCOCC2)s1)Nc1cc(C(F)(F)F)ccc1N1CCCC1	9	27
i	10	-4	-3	-1	-3	-6	-11	CCOC(=O)Cn1c(=O)oc2ccc(C)cc21	-10	1
i	4	12	2	-3	-4	1	3	N/C(=N\OC(=O)c1ccc(OCC(F)(F)F)nc1)c1ccc(Cl)cc1	-9	-20
i	0	-5	-1	-1	-1	-5	-2	CCOC(=O)c1c(S(=O)(=O)NCCc2ccco2)c(C)n(C)c1C	-1	13
i	4	1	-1	x	4	4	0	Cc1cc(NC(=O)CSc2nc3sc4c(c3c(=O)n2C)CCCC4)no1	-6	9
i	2	-3	2	4	-3	-7	-2	Cc1ccc(N(CC(N)=O)C2SC(=O)N(Cc3cccc(C(=O)O)c3)C2=O)cc1 (centres undefined)	3	23
i	1	9	-4	-2	4	-1	0	COc1ccc(-c2cc(C(=O)Nc3c(C)n(C)n(-c4ccccc4)c3=O)c3ccccc3n2)c(OC)c1	-1	27
i	-3	41	0	-4	0	5	2	Cc1ccc(NC(=O)CN(C)CC(=O)Nc2ccccc2-c2ccccc2)cc1	-64	7
i	8	3	x	0	-4	-2	2	COC(=O)[C@@H]1C[C@@]2(O)[C@@H](O)[C@@H](O)[C@@H](O)C[C@H]2N1CC1CCCCC1	13	17
i	3	8	2	-3	0	-4	6	O=C(Nc1ccc(S(=O)(=O)NCc2ccco2)cc1)c1ccncc1	0	11
i	-9	4	1	-2	-20	-2	-20	Cc1cccn2c(=O)c3cc(C(=O)N4CCN(C(=O)c5ccco5)CC4)n(C)c3nc12	0	23
i	0	20	0	-1	3	1	4	CC1CCCN(C(=O)C2CCN(c3ncnc4c3nc3n4CCCCC3)CC2)C1 (centres undefined)	x	15
i	4	-6	x	-2	0	-4	8	NC(=O)c1ccc(SCC(=O)OCC(=O)NCC2CCCCC2)c([N+](=O)[O-])c1	x	5
i	5	-6	1	2	-3	10	6	CCOc1c(Cl)cc(C(=O)Nc2ccccc2-c2ccccc2)cc1Cl	-4	17
i	-15	24	3	0	-1	-1	4	COC(=O)CNC(=O)c1ccc(F)cc1	x	-3
i	-1	-12	2	-1	4	1	1	Cc1cccc(N2CCN(C(=O)n3ccnc3)CC2)c1C	-6	4
i	-2	-2	-3	-1	-2	-1	2	O=C(NN1C(=O)C2CCCCC2C1=O)c1ccco1 (centres undefined)	8	12
x	-7	-3	4	0	-3	3	2	COc1cc(C(=S)N2CCCC2)cc(OC)c1O	0	6
i	3	23	2	2	1	5	10	CCOC(=O)c1cccc(NC(=O)CCS(=O)(=O)c2cccc3nsnc23)c1	3	14
i	0	-15	2	0	1	-3	1	Cc1cccc(OCC(=O)Nc2ccc(C(=O)NCc3cccnc3)cc2)c1	x	8
i	3	-2	4	0	2	-9	6	O=C1CCC(C(=O)N2CCC(CO)CC2)CN1Cc1ccc(Cl)cc1 (centres undefined)	-4	21
i	x	16	0	-2	-5	0	-15	CC1(C)Cc2nc3sc4c(N(CCO)CCO)ncnc4c3cc2CO1	29	16
i	6	-2	-3	-2	-2	-5	-8	COc1ccc(NC(=O)CN2CCN(S(=O)(=O)N(C)C)CC2)cc1	-1	-5
i	0	-2	2	0	-1	-19	5	COc1ccc(C2=[N+]([O-])C(C)(C)N(O)C2(C)C)cc1	-2	24
i	17	-4	x	2	0	4	-3	CC(C)Cn1c(SCC(=O)Nc2ccc3[nH]c(=O)[nH]c3c2)nc2ccccc2c1=O	22	7
i	15	-12	-2	x	-2	-11	1	Cc1ccc2nc3c(cc2c1)c(NS(=O)(=O)c1ccccc1)nn3CC(C)C	7	9
i	-2	-12	0	0	0	1	4	O=C(Nc1ccccc1[N+](=O)[O-])c1cccnc1Cl	4	13
i	7	-3	3	0	5	-9	5	Cn1cc(CNC(=O)C23CC4CC(CC(C4)C2)C3)cn1	-3	7
i	-7	14	-2	-2	3	18	-3	Cc1ccc(NC(=O)CSC2=C(C#N)C(c3ccc4c(c3)OCO4)CC(=O)N2)cc1C (centres undefined)	-1	29
i	-2	6	2	-5	0	-3	-6	CCOC(=O)COc1c(Br)cc(C2NC(=O)NC(C)=C2C(C)=O)cc1OC (centres undefined)	x	10
i	1	x	1	-7	0	x	-3	CC(=O)c1cc(F)c(N2CCOCC2)cc1C	-3	7
i	19	-9	12	-1	4	-20	-8	CCc1ccc(-c2cn3nc(C)c(C)nc3n2)cc1	-5	8
i	-3	3	-2	-1	3	-6	-6	CC(=O)c1ccc(N(CC(=O)NC2CCCCC2)C(=O)c2csnn2)cc1	-3	17
i	2	6	0	-3	0	6	4	CSc1nc(N2CCN(c3ccccc3)CC2)cc(N2CCN(c3ccccc3)CC2)n1	0	15
i	12	-3	0	-2	5	-7	0	CCC(c1nnnn1C1CCCC1)N1CCN(c2ccccc2F)CC1 (centres undefined)	0	16
i	x	x	0	0	2	x	-5	Cc1cc(C)c(C(=O)Nc2ccccc2)c(CC(C)(C)C(=O)O)c1	x	18
i	5	10	1	2	2	4	4	Cc1c(F)cccc1NS(=O)(=O)c1ccc2c(c1)n(C)c(=O)c(=O)n2C	2	12
i	1	25	4	-1	-4	4	4	COc1ccc(C2C(C(=O)N3CCOCC3)CCC(=O)N2c2cc(OC)c(OC)c(OC)c2)cc1 (centres undefined)	1	-1
i	0	10	9	2	3	-5	-2	Cc1nc(N2CCN(c3ccccc3)CC2)nc2c1C(=O)CCC2	0	30
i	1	-6	8	-5	-1	-5	-3	O=C(COc1cc(Cl)c(Cl)cc1Cl)Nn1cnnc1	1	3
i	2	-6	-2	0	-3	0	u	COCCCn1c(=O)c2sccc2n2c(CCCC(=O)NCc3cccc(OC)c3)nnc12	4	6
i	6	14	2	1	1	8	1	COC(=O)Cc1c[nH]c2cccc(OCC(O)CN(Cc3ccc([N+](=O)[O-])cc3)C(C)(C)C)c12 (centres undefined)	28	17
i	1	-1	3	x	-2	3	x	Fc1ccc(Cn2nnnc2CN2CCN(C3CCCC3)CC2)cc1	0	6
i	-4	9	0	-1	0	-5	4	O=C(Nc1cccc(F)c1)N1CC=C(n2c(=O)[nH]c3ccccc32)CC1	5	25
i	x	7	1	0	-1	-1	2	O=C(O)CC1SC(=Nc2cccc(C(F)(F)F)c2)NC1=O (centres undefined)	-7	19
i	6	40	-1	-2	4	27	0	Cc1cc(C)nc(Nc2n[nH]c(-c3ccccc3C)n2)n1	-7	3
i	-2	-8	-4	-2	-3	1	-7	COC(=O)c1ccccc1NC(=O)CSc1nc(C)cc(C)n1	-2	15

Remaining list, next part.
PolyA inh	Platelet DG rel	HSF-1 act	HSP90 refold inh	GSK3 alpha inh	GSK3beta inhib	HSF1 inh	HDAC3 inh	SMILES	Dyrk1A ADPGlo	AI-2 QS modul
i	-3	38	-5	-1	-1	17	-9	CCCCc1nc2cc(C(=O)N3CCCC(COC)C3)ccc2o1 (centres undefined)	6	6
i	5	0	6	-2	3	2	-17	O=c1ccc(NS(=O)(=O)c2ccccc2)cn1Cc1ccc(Cl)c(Cl)c1	4	3
i	1	20	-6	-3	1	-2	0	Cc1c(Cl)c([N+](=O)[O-])nn1CCCC(=O)N1CCN(c2ccccc2)CC1	0	18
i	8	9	2	-1	-5	1	4	CCn1c(SCc2nc3ccccc3[nH]2)nnc1-c1ccccc1OC	-5	31
i	-8	-4	x	-3	2	-9	5	CN(C)c1ccc(C(CNC(=O)c2ccc(-c3ccccc3)cc2)N2CCOCC2)cc1 (centres undefined)	x	31
i	-1	-1	x	0	-1	-8	-3	COc1ccc(S(=O)(=O)N2CCCCC2)cc1NC(=O)CCc1nc2ccccc2c(=O)[nH]1	2	-1
i	x	-19	1	-1	0	-3	1	COc1cc2c(cc1OC)C(C)N(C(=O)C(NC(=O)c1ccccc1)C(C)C)CC2 (centres undefined)	2	16
i	-8	-40	20*	3	7	-31	1	COc1ccc(OC(=O)Nc2ccc([N+](=O)[O-])cc2OC)cc1	3	17
i	1	x	1	-3	2	x	5	O=S(=O)(c1ccccc1C(F)(F)F)N1CCN(S(=O)(=O)c2ccccc2C(F)(F)F)CC1	-4	13
i	1	-15	0	-2	3	-2	3	CC(=O)c1cccc(NC(=O)CN2CCN(Cc3ccccc3)CC2)c1	5	3
i	53*	25	2	-2	1	-2	0	COc1ccc(-n2c(C)c(C(C)=O)c(C(C)=O)c2C)cc1OC	-2	3
i	4	-9	-2	-3	0	-6	-2	Cc1c(CCC(=O)O)c(=O)oc2c(C)c3occ(-c4ccc(Cl)cc4)c3cc12	0	59
i	15	4	-2	0	4	5	-1	Cc1ccc2c(c1)c1c(n2CC(O)Cn2c(C)nc3ccccc32)C(=O)CCC1 (centres undefined)	2	18
i	23	40	1	0	1	37	3	O=c1c2ccccc2nc(-c2ccco2)n1Cc1ccccc1	1	9
i	0	8	-2	-1	1	3	0	COc1cc2c(cc1OC)C(C)N(CC(=O)Nc1ccc(C)c(S(=O)(=O)N3CCOCC3)c1)CC2 (centres undefined)	x	x
i	-9	-23	4	1	1	-6	0	Cc1ccc(/C=N/n2c(-c3ccccc3)n[nH]c2=S)cc1	0	23

Compound activity from PubChem.
